Screening data deposited in PubChem BioAssay by Johns Hopkins Ion Channel Center.
TRPC4 act: activators of mouse TRPC4 channel, primary screen, Fluo4 calcium, HEK293 TRPC4beta/mu-opioid cells. AID 2237, 2010. Short transient receptor potential channel 4 (Mus musculus), Q9QUQ5. Fluo4 calcium fluorescence; hits give high values. 0.49% of 310,000 active. B-score at 10 µM;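 active = B-score above 5 SD of library B-scores, and initial fluorescence ratio not above library mean plus 5 SD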;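 also: positive B-score marks a calcium rise read as TRPC4 activation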
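Technique: kinetic Fluo4 calcium fluorescence; Test system: TRPC4beta and mu-opioid receptor HEK293 stable cells; Measure: B-scored integrated calcium fluorescence ratio; Benchmarks: low control buffer alone, high control maximal DAMGO; Schedule: 45 min room-temperature Fluo4 loading, 110 s read.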
TRPC4 potent: positive allosteric modulators of TRPC4, primary screen, cell-based, mouse TRPC4beta, HEK293 mu-opioid, Fluo-4 calcium; B-score at 10 µM; AID 2227, 2009; Short transient receptor potential channel 4 (Mus musculus), Q9QUQ5; DAMGO EC20, Fluo-4 Ca2+ flux; hits give high values; 0.42% of 310,000 active;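 active = B-score of calcium response area above 5 SD of library B-scores, with initial fluorescence ratio within 5 SD of library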;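 also: B-score of integrated fluorescence ratio over time as area under calcium response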
MrgX1 antagonist: antagonists of human MrgX1 receptor, primary screen, HEK293 cells, Fluo-4 calcium flux; Mas-related G-protein coupled receptor member X1 (Homo sapiens), Q96LB2; BAM8-22 antagonism; hits give low values; B-score at 10 µM; 1.3% of 310,000 active; AID 588676, 2011;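 active = calcium-response B-score plate-corrected more than 3 library SD below zero, starting fluorescence within 5 deviations, no agonist response on first addition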;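 also: peak minus trough fluorescence over baseline after final BAM8-22 challenge near maximal dose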
TRPC6 act: mouse TRPC6 channel activators, primary screen, cell-based, HEK293, membrane potential dye. 0.13% of 310,000 active. B-score at 10 µM. HEK293-TRPC6 membrane potential dye fluorescence; hits give high values. Short transient receptor potential channel 6 (Mus musculus), Q61143;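 active = B-score of the integrated fluorescence ratio above library mean plus 3 SD, and starting fluorescence ratio within library mean plus 5 SD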;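 also: higher score means more depolarization so channel activation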
ANO1 block: TMEM16A chloride channel inhibitors, primary screen, cell-based, HTS. Anoctamin-1 (Mus musculus), Q8BHY3. HEK293 TMEM16A/YFP iodide influx fluorescence, ionomycin. normalized B-score (activity score, 25-100; higher = stronger inhibition) at 10 µM. 1.2% of 310,000 active;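 active = ratio plate-corrected score three or more library SD toward inhibition, starting fluorescence score within five deviations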;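 also: score derived from kinetic fluorescence span divided by baseline fluorescence per well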
Target sequence (Q8BHY3 whole entry, looked up): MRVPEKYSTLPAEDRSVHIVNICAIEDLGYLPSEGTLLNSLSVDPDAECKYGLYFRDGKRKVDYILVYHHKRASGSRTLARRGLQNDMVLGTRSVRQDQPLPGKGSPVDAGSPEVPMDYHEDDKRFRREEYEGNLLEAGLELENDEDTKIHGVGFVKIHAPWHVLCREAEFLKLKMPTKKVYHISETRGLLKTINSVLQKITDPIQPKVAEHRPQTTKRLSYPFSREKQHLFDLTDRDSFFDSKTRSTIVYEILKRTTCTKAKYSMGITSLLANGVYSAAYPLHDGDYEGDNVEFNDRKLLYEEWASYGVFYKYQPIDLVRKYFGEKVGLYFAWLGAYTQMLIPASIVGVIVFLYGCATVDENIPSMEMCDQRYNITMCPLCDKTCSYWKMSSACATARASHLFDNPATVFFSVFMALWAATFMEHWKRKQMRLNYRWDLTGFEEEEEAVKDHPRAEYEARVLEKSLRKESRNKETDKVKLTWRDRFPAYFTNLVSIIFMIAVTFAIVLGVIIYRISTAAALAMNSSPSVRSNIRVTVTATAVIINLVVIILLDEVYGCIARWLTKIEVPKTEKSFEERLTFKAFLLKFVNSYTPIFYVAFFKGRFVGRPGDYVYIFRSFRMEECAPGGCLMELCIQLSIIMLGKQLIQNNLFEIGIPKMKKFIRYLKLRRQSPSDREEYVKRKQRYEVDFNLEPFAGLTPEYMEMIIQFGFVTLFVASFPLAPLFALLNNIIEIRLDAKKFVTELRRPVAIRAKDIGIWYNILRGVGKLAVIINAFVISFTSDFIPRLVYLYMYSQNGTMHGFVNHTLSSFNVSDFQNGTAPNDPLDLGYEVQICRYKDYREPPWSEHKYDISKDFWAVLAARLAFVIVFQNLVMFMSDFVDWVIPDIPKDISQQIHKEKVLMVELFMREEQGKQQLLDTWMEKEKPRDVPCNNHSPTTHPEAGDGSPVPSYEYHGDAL
RGS4 block: RGS4 inhibitors, primary screen, cell-based, HEK293 M3R inducible RGS4, calcium flux. Regulator of G-protein signaling 4 (Homo sapiens), P49798. Fluo-4 calcium flux; hits give high values; triggered by carbachol at its EC20. B-score at 10 µM. 0.45% of 310,000 active. AID 463165, 2010;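 active = B-score, a plate-corrected calcium signal, over three deviations above library mean, with baseline fluorescence within five deviations of library mean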;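 also: RGS4 expression induced by doxycycline in cells with stable M3 receptor; B-score is computed from the integrated fluorescence ratio over baseline after carbachol; higher B-score means a larger calcium signal and so more RGS4 inhibition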
ANO1 activ: TMEM16A chloride channel activators or potentiators, primary screen, cell-based, HTS. 0.3% of 340,000 active. HEK293 TMEM16A/YFP-H148Q/I152L, iodide quench fluorescence; hits give low values. B-score at 10 µM. Anoctamin-1 (Mus musculus), Q8BHY3. AID 623877, 2012;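 active = fluorescence-ratio B-score plate-corrected deviation score at least 3 library SD below zero, with starting fluorescence score within 5 deviations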;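 also: channel opened by trigger with iodide after compound preincubation; score built on the fluorescence ratio of max minus min over baseline; more negative score means more quench and so TMEM16A activation or potentiation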
TRPC6 inh: mouse TRPC6 channel inhibitors, primary screen, cell-based, HEK293, membrane potential dye | Short transient receptor potential channel 6 (Mus musculus), Q61143 | ACh-evoked depolarization; hits give low values | B-score at 10 µM | 1.1% of 310,000 active;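 active = B-score under library mean minus 3 SD, initial fluorescence not abnormally high, positive integrated signal ratio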;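 also: B-score derived from integrated fluorescence ratio over the kinetic read; more negative B-score means stronger inhibition of depolarization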
MrgX1 agonist: agonists of human MrgX1 receptor, primary screen, HEK293 cells, Fluo-4 calcium flux | B-score at 10 µM | Mas-related G-protein coupled receptor member X1 (Homo sapiens), Q96LB2 | 0.44% of 310,000 active | Fluo-4 calcium fluorescence, agonist mode; hits give high values;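 active = calcium response B-score plate-corrected fluorescence ratio at least 3 library SD, with starting fluorescence B-score inside 5 SD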
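Test system: HEK293 cells stably expressing human MrgX1 receptor; Input: fifteen thousand cells per well; Dosing: compound delivered in addition one of three; Schedule: overnight seeding, then 1 h dark dye loading; Technique: Fluo-4 NW calcium fluorescence; Measure: B-scored fluorescence response ratio; Controls: positive and negative controls per plate.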
MrgX1 allo act: positive allosteric modulators of MrgX1, primary screen, HEK293 cells, Fluo-4 calcium flux; FDSS; hits give high values; 0.63% of 310,000 active; Mas-related G-protein coupled receptor member X1 (Homo sapiens), Q96LB2; AID 588675, 2011; B-score at 10 µM;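 active = plate-corrected calcium response at least 3 library SD above typical, normal starting fluorescence, not activating the receptor alone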;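 also: compound read alongside a low EC10 to EC30 dose of BAM8-22 agonist; peak minus trough fluorescence over baseline measured at the second addition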
TRPC4 block: inhibitors of mouse TRPC4 channel, primary screen, Fluo4 calcium, HEK293 TRPC4beta/mu-opioid cells | Short transient receptor potential channel 4 (Mus musculus), Q9QUQ5 | DAMGO-evoked Fluo4 calcium flux; hits give low values | B-score at 10 µM | 0.39% of 300,000 active;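 active = B-score over 3 SD under the library average, no early fluorescence shift, positive overall ratio signal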
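Signal: kinetic Fluo4 fluorescence imaging of calcium influx. Material: stable TRPC4beta/mu-opioid receptor HEK293 cells. Probe or stimulus: DAMGO in two steps, submaximal then maximal.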
The depositor's hits bear a star; i = inactive; nt = not tested or not shown.

canonical_smiles	TRPC4 act	TRPC4 potent	MrgX1 antagonist	TRPC6 act	ANO1 block	RGS4 block	ANO1 activ	TRPC6 inh	MrgX1 agonist	MrgX1 allo act	TRPC4 block
O=C(NCCc1ccccc1)c1ccc(CS(=O)(=O)c2ccc(Br)cc2)o1	i	i	i	i	i	i	i	i	i	i	i
CCOc1cc(C(=O)NCCN2CCOCC2)cc(OCC)c1OCC	i	i	i	i	i	i	i	i	i	i	i
Cc1[nH]nc(SCC(=O)NCCc2ccccc2)c1[N+](=O)[O-]	i	i	i	i	i	i	i	i	i	i	i
CCc1ccccc1NC(=S)/N=C(\N)Nc1nc(C)c2cc(C)ccc2n1	i	i	i	i	i	i	i	i	i	i	i
Cc1ccc(CN2C(=O)CCC2C(=O)NCCN2CCN(c3cccc(Cl)c3)CC2)cc1 (stereo not given)	i	i	i	i	i	i	i	i	i	i	i
CC(C)CC(=O)Nc1c2c(nn1-c1cccc(Cl)c1)CS(=O)(=O)C2	i	i	i	i	i	i	i	i	i	i	i
O=C(Nc1cc(Cl)ccc1N1CCCC1)C1=NN(c2ccccc2)C(=O)CC1	i	i	i	i	i	i	i	i	i	i	i
c1ccc(CSC2=NNC(c3ccccn3)S2)cc1 (stereo not given)	i	i	i	i	i	i	i	i	i	i	i
Cc1ccc(/C(=N\O)c2oc3c(C)c4oc(=O)cc(C)c4cc3c2C)cc1	i	i	i	i	i	i	i	i	i	10*	i
CCCc1cc(-c2ccc3c(c2)COc2c4ccccc4nn2-3)on1	i	i	i	i	i	i	i	i	i	i	i
CN(C)C(=S)Oc1ccccc1-c1ccccc1OC(=S)N(C)C	i	i	i	i	i	i	i	i	i	i	i
COc1ccc(S(=O)(=O)Nc2ccc(Cl)cn2)c(C)c1C	i	i	i	i	i	i	i	i	i	i	i
Cc1ccc(S(=O)(=O)N(C)c2cc(S(=O)(=O)N3CCOCC3)c(C)cc2C)cc1	i	i	i	i	i	i	i	i	i	i	i
O=C(Nc1ccccc1)Nc1cccc(-c2cn3cccnc3n2)c1	i	i	i	i	i	i	i	i	i	i	i
COc1cc([C@@H]2[C@H]3CN(C)CC=C3C(C#N)=C(N)C2(C#N)C#N)cc2c1OCO2	i	i	i	i	i	i	i	i	i	i	i
CCNc1nc(NC(C)C)nc(NS(=O)(=O)c2ccc(N)cc2)n1	i	i	i	i	i	i	i	i	i	i	i
O=C(NCC(=O)N(c1cccc(F)c1)C(C(=O)NC1CCCC1)c1ccco1)c1ccco1 (stereo not given)	i	i	i	i	i	i	i	i	i	i	i
Cc1ccc(P(=O)(O)c2ccc(C)cc2)cc1	i	i	i	i	i	i	i	i	i	i	i
Brc1ccc(/C=N/n2cnnc2)s1	i	i	i	i	i	i	i	i	i	i	i
CC/C(=C/c1sc2ccc(C)cc2[n+]1CCO)SC	i	i	i	i	i	i	i	i	i	i	i
CCN1CCN(C(CNS(=O)(=O)c2ccc(Cl)cc2)c2cccnc2)CC1 (stereo not given)	i	i	i	i	i	i	i	i	i	i	i
CCCNC(=O)c1cc(S(=O)(=O)N2CCc3ccccc32)ccc1F	i	i	i	i	i	i	i	i	i	i	i
CCOc1cc(CNC2CCCC2)cc(Cl)c1OCc1ccccc1	i	i	i	i	i	i	i	i	i	i	-6*
CCOC(=O)C1CCN(C(=O)c2cc3c(-c4ccc(OC)c(OC)c4)nn(C)c3s2)CC1	i	i	i	i	i	i	i	i	i	i	i
CCOc1ccc(S(=O)(=O)Nc2ccc(O)c(Sc3ncn[nH]3)c2)cc1	i	i	i	i	i	i	i	i	i	i	i
Cc1ccc2c(c1)N(CCC(=O)NCCN1CCOCC1)C(=O)CO2	i	i	i	i	i	i	i	i	i	i	i
CC1CC(C)CN(CCOc2ccccc2-c2ccccc2)C1 (stereo not given)	i	i	i	i	i	i	i	i	i	i	i
O=C(CCCOc1ccccc1)Nc1ccc(Br)cc1	i	i	i	i	i	i	i	i	i	i	i
CCSC1(SCC)N=C(N)C2(C#N)C(c3ccc(F)cc3)C12C#N (stereo not given)	i	i	i	i	i	i	i	i	29*	i	i
C[N+](C)(C)CC=O	nt	nt	i	nt	i	nt	i	nt	i	i	nt
Cc1ccccc1Nc1nc(N)nc(COC(=O)C2CCCCC2)n1	i	i	i	i	i	i	i	i	i	i	i
CSc1ncc(C(=O)Nc2cccnc2)c(C(F)(F)F)n1	i	i	i	i	i	i	i	i	i	i	i
COc1ccc(-c2cc(C(F)F)nc(-n3nc(C)cc3C)n2)cc1	i	i	i	i	i	i	i	i	i	i	i
Clc1ccc2c(c1)-c1nnc(Br)n1-c1ccccc1S2	i	i	i	i	i	i	i	i	i	i	-6*
CN(C)c1ccc(C2Nc3ccccc3C(=O)N2NS(C)(=O)=O)cc1 (stereo not given)	i	i	i	i	i	i	nt	i	i	i	i
Cc1cc(C)cc(-n2ncc3c2CCCC3NC(=O)c2cc(C)[nH]n2)c1 (stereo not given)	i	i	i	i	i	i	i	i	i	i	i
COc1ccccc1C(=O)COC(=O)CSC(C)C(=O)Nc1cc(C)on1 (stereo not given)	i	i	i	i	i	i	i	i	i	i	i
COc1ccc(CCNc2ccc(C)cc2)cc1	i	i	i	i	i	i	i	i	i	i	i
CN(C(=O)CN1C(=O)NC2(CCc3ccccc32)C1=O)C1CCS(=O)(=O)C1 (stereo not given)	i	i	i	i	i	i	i	i	i	i	i
C(=C\N1CCCCCC1)/c1nnnn1-c1ccc(-c2ccccc2)cc1	i	i	i	i	i	i	i	i	i	i	i
O=C(CSc1nc2cc(Cl)ccc2o1)N1CCOCC1	i	i	i	i	i	i	i	i	i	i	i
COc1cc(/C=C2\SC(=S)N(CCC(=O)NCCc3ccccc3)C2=O)cc(OC)c1OC	i	i	i	i	i	i	i	i	i	i	i
COc1ccc(/C=C2/C(=O)N(c3nc4ccccc4s3)N=C2CSc2ccc(Cl)cc2)cc1	i	i	i	i	i	i	i	i	i	i	i
O=C(Nc1nccs1)c1ccc(Br)o1	i	i	i	i	i	i	i	i	i	i	i
COc1cc(OC)cc(C(=O)NCC(=O)Nc2ccc(OC)c(Cl)c2)c1	i	i	i	i	i	i	nt	i	i	i	i
NC(=O)CC(NC(=O)Cc1ccc(Br)cc1)c1ccc(NCc2cc(F)ccc2F)c([N+](=O)[O-])c1 (stereo not given)	i	i	i	i	i	i	i	i	i	i	i
Cc1ccc(NC(=O)COC(=O)c2ccc(OCc3c(C)noc3C)cc2)cc1S(=O)(=O)N1CCOCC1	i	i	i	i	i	i	i	i	i	i	i
COc1cccc(C2CC(c3ccccc3OC)n3nc(N)nc3N2)c1 (stereo not given)	i	i	i	i	i	i	i	i	i	i	i
Cc1ccc(CN2CCN(Cc3cccn3-c3nccs3)CC2CCO)cc1 (stereo not given)	i	i	i	i	i	i	i	i	i	i	i
N#CCC(=O)N/N=C/c1cc(-c2ccccc2)n(-c2ccc(Cl)cc2)c1-c1ccccc1	i	i	i	i	i	i	nt	i	i	i	i

(next part)
canonical_smiles	TRPC4 act	TRPC4 potent	MrgX1 antagonist	TRPC6 act	ANO1 block	RGS4 block	ANO1 activ	TRPC6 inh	MrgX1 agonist	MrgX1 allo act	TRPC4 block
O=C(NC(=S)NC1CCCCCCCCCCC1)c1cccnc1	nt	nt	i	nt	i	nt	i	nt	i	i	nt
Oc1ccccc1-c1cncn1Cc1ccccc1	i	i	i	i	i	i	i	i	i	i	i
Cc1cccc(NC(=S)N/N=C/c2ccc3c(c2)OCO3)c1	i	i	i	i	i	i	i	i	i	i	i
Cc1ccc(/C=N/Nc2nncn2N)cc1	i	i	i	i	i	i	i	i	i	i	i
Cc1oc2ccc(NS(=O)(=O)c3ccccc3)cc2c1C(=O)Nc1ccccc1	i	i	i	i	i	i	i	i	i	i	i
COc1ccc(N2C(=O)C3CCCN3C2c2cc(OC)c(OC)c(OC)c2)cc1 (stereo not given)	i	i	i	i	i	i	i	i	i	i	i
O=C(O)c1cccc(NC(=O)c2cc(NC(=O)c3ccccc3)cc(NC(=O)c3ccccc3)c2)c1	i	i	i	i	i	i	i	i	i	i	i
O=C(CN(c1ccccc1F)S(=O)(=O)c1ccccc1)Nc1ccccc1C(=O)N1CCOCC1	i	i	i	i	i	i	i	i	i	i	i
Cc1cccc(C(=O)OC(C)CN2C(C)CCCC2C)c1 (stereo not given)	i	i	i	i	i	i	i	i	i	i	i
Cc1c(C(=O)NCc2ccc3c(c2)OCO3)oc2ccc(S(=O)(=O)N3CCC(C)CC3)cc12	i	i	i	i	i	i	i	i	i	i	i
CC(C)Cn1c(=O)c2sccc2n2c(CCCC(=O)N3CCC(N4CCCCC4)CC3)nnc12	i	i	i	i	i	i	i	i	i	i	i
Cc1nc2ccc(NC(=O)C(F)(F)F)cc2o1	i	i	i	i	i	i	i	i	i	i	i
CN(C)C=Nc1c(C(=O)c2ccccc2)sc2nccc(N(C)C)c12	i	i	i	i	i	i	i	i	i	i	i
CC(c1ccccc1)C(Cc1nc2ccccc2[nH]1)c1nc2ccccc2[nH]1 (stereo not given)	i	i	i	i	i	i	nt	i	i	i	i
CCOC(=O)N1CCN(C(=O)C(CC)n2nc(C)c3sc4ccccc4c3c2=O)CC1 (stereo not given)	i	i	i	i	i	i	i	i	i	i	i
